Screens deposited in PubChem BioAssay by Broad Institute.
RAD52 inh: inhibitors of human RAD52 DNA annealing. P43351. inhibition, % at 18.7 µM. 0.46% of 360,000 active. recombinant RAD52 DNA annealing, FRET fluorescence;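 active means every replicate showing at least 50% inhibition; inconclusive means mean inhibition at least 50% but not in every replicate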
Target sequence (P43351 whole entry, looked up): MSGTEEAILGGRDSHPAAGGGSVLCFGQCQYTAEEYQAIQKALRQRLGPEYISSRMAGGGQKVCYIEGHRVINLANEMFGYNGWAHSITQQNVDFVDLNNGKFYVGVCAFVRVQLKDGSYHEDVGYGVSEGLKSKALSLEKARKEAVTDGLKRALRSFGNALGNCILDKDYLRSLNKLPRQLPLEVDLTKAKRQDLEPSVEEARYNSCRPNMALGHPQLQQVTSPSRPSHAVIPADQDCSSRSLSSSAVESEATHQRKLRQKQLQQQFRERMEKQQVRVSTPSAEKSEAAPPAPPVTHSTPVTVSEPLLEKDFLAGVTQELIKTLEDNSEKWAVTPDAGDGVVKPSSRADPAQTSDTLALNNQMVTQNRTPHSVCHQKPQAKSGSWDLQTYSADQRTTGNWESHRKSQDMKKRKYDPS
GSIS activator: primary screen for activators of insulin secretion dependent on glucose, INS-1E cells, GLuc reporter luminescence; INS-1E GLuc reporter insulin secretion, 2-3 h; activation, % at 16.6 µM; 0.61% of 370,000 active;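 active means lowest replicate activation of at least 40%, so every replicate reaches that level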;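 further: 0% = median of neutral control wells and 100% = median of IBMX positive control wells; some compounds called inactive have numbers as strong as hits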
RAD54 branch: RAD54 (human) branch migration inhibition; Q92698; RAD54 Holliday junction branch migration, FAM/BHQ fluorescence; inhibition, % at 10.4 µM; 0.14% of 360,000 active; AID 602329;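 active means mean normalized replicate activity at least 40 and at least half of replicates scoring 40 or more; inconclusive means only one of the two criteria met; inactive means mean below 40 and under half of replicates reaching 40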;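 further: 0% = median of neutral control wells and 100% = median of positive control wells; inhibitors cause a drop in the FAM fluorescence signal; in these data hits start at about 50%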
esBAF inh: inhibitors of esBAF chromatin remodeling in mouse ES cells. 2% of 350,000 active. reporter increase, % at 12.5 µM. Bmi1-luciferase knock-in reporter, 24 h; 100% = twice the neutral-well signal. AID 602393; in the data active means activation above about 40%; inconclusive means no clear call, values can overlap the other calls;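 further: 0% = median of the plate's neutral control wells and 100% = double that signal; a rise in the Bmi1 reporter signal indicates esBAF inhibition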
ERAP1 inh: inhibitors of human ERAP1 aminopeptidase | Q9NZ08 | recombinant ERAP1, Leu-AMC fluorescence, 60 min | 0.15% of 340,000 active | inhibition, % at 10.7 µM;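 active means mean replicate inhibition of at least 30%, or all replicates individually reaching that 30% level; inactive means mean below 30% and not every replicate reaching it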;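 further: 0% = neutral control wells and 100% = L-leucinethiol positive control wells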
CFTR F508del cor: correctors of CFTR F508del function in bronchial epithelial cells. CFBE cells, YFP halide quenching; stimulated with forskolin plus potentiator P3; % fluorescence drop versus neutral controls. activity (quench increase), % at 7.58 µM. 0.36% of 350,000 active. AID 720511;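 active means mean added fluorescence quench of at least 8% versus neutral control, with both replicates also reaching 8%; inconclusive means only one of the mean or replicate conditions met; inactive means mean below 8% and not both replicates reaching 8%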;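 further: cells transiently co-express mutant CFTR-F508del with the halide-sensitive YFP; corrector assay measuring rescue of mutant channel to the surface after 24 h compound exposure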
XiGFP reactiv: X-chromosome reactivation activator | XiGFP mouse fibroblasts, % GFP-positive cells imaging, 3 d; cells co-treated with 5-aza-dC sensitizer; scaled so ellipticine positive control = 100% | activation, % at 7.58 µM | 0.055% of 360,000 active;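 active means mean normalized replicate activation at least 10% and every replicate at or above 10%; inconclusive means only one of the two criteria met; inactive means mean below 10% and not all replicates reach 10%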;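 further: 0% = median of on-plate neutral control wells and 100% = ellipticine 6 µM median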
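Assay system – SV40-immortalized XiGFP fibroblast cells, line 68-5-11 · Buffer or medium – DMEM supplemented with 5-aza-dC as sensitizing agent · Dosing – one concentration, pinned · Benchmarks – positive control ellipticine, 6 µM final · Times – 3 days compound exposure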
ARNT TACC3 PPI: disruptors of human ARNT/TACC3 interaction; 0.66% of 390,000 active; Q9Y6A5; AlphaScreen His-ARNT PAS-B/GST-TACC3 binding, luminescence; TACC3 fragment carries E629A point mutation; AID 623870; inhibition, % at 9.99 µM;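 active means mean inhibition of replicates at least 50% and at least half of replicates each reaching 50%; inconclusive means half or more replicates reach 50% but mean below 50%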;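 further: 0% = complete ARNT plus TACC3 wells and 100% = ARNT alone without TACC3; many hits fall short of the cut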
* = called active by the depositor; ? = inconclusive; . = no result given; & = joins results of further samples. Compounds as they come; overall some 3.3% were active at least once.

SMILES	RAD52 inh	GSIS activator	RAD54 branch	esBAF inh	ERAP1 inh	CFTR F508del cor	XiGFP reactiv	ARNT TACC3 PPI
CNC(=S)N(CCc1c(C)[nH]c2ccc(Cl)cc12)Cc1cc(OC)c(OC)c(OC)c1	19.4	-9.5	-10.9	0.9	-1.2	2.4	0.4	-10.1
CC1CCCC(N2CCN(C(=O)c3ccccc3F)CC2)C1 (stereo not given)	-14.1	8.8	6.4	-1.9	1.4	2.3	0.0	1.8
CC(=O)Nc1ccc(NC(=O)C(NC(=O)c2ccc(Cl)cc2)C(C)C)cc1 (stereo not given)	-7.4	.	-8.3	-0.3	2.9	0.2	0.2	.
CNC[C@@H]1Oc2ccc(NS(=O)(=O)c3c(C)noc3C)cc2C(=O)N([C@H](C)CO)C[C@H]1C	-2.8	9.4	-2.0	-4.6	-0.1	-0.1	-1.1	-6.8
Cc1ccc(C(=O)OCC(=O)N2CC(C)CC(C)C2)cc1S(=O)(=O)N1CCCCC1 (stereo not given)	-2.1	-44.3	-7.1	1.4	0.1	0.3	0.2	-3.2
CN(Cc1cnccn1)Cc1nc(Cc2ccccc2Cl)no1	-1.8	-6.0	.	.	1.9	-2.3	0.0	-4.7
C=C(C)Cn1c(SCC(=O)O)nc2c1c(=O)[nH]c(=O)n2C	-9.1	1.8	16.3	-2.0	3.4	0.1	-0.1	-4.3
C[C@@H]1CCCCO[C@@H](CN(C)C(=O)CCCN(C)C)[C@H](C)CN([C@H](C)CO)C(=O)c2cc(NC(=O)CCCN(C)C)ccc2O1	3.9	29.2	-3.4	-0.7	-1.4	0.7	-0.1	-1.5
C[C@H]1CCCCO[C@H](CN(C)C(=O)CCCN(C)C)[C@@H](C)CN([C@@H](C)CO)C(=O)c2cc(N(C)C)ccc2O1	11.3	12.4	0.6	-1.7	2.5	0.2	0.1	-6.7
COc1ccc([C@H]2CC(=O)C[C@@H](CCn3cc(C)nn3)O2)cc1	-1.0	-11.9	.	.	.	2.8	0.0	.

Only esBAF inh (4 entries from above):
compound	esBAF inh
C[C@@H]1CCCCO[C@@H](CN(C)C(=O)CCCN(C)C)[C@H](C)CN([C@H](C)CO)C(=O)c2cc(NC(=O)CCCN(C)C)ccc2O1	-0.7
CNC(=S)N(CCc1c(C)[nH]c2ccc(Cl)cc12)Cc1cc(OC)c(OC)c(OC)c1	0.9
CC1CCCC(N2CCN(C(=O)c3ccccc3F)CC2)C1 (stereo not given)	-1.9
CNC[C@@H]1Oc2ccc(NS(=O)(=O)c3c(C)noc3C)cc2C(=O)N([C@H](C)CO)C[C@H]1C	-4.6

One compound at a time, as listed above. Order of values: RAD52 inh | GSIS activator | RAD54 branch | esBAF inh | ERAP1 inh | CFTR F508del cor | XiGFP reactiv | ARNT TACC3 PPI
CC1CCCC(N2CCN(C(=O)c3ccccc3F)CC2)C1 (stereo not given) is entered as -14.1 | 8.8 | 6.4 | -1.9 | 1.4 | 2.3 | 0.0 | 1.8
COc1ccc([C@H]2CC(=O)C[C@@H](CCn3cc(C)nn3)O2)cc1 is entered as -1.0 | -11.9 | . | . | . | 2.8 | 0.0 | .

Next results:
SMILES	RAD52 inh	GSIS activator	RAD54 branch	esBAF inh	ERAP1 inh	CFTR F508del cor	XiGFP reactiv	ARNT TACC3 PPI
C[C@H](CO)N1C[C@H](C)[C@H](CN(C)C)Oc2cc(C#Cc3ccccn3)ccc2S1(=O)=O	-20.7	-2.0	-4.3	-1.6	2.7	0.4	-0.7	-2.5
CCCCCOC(=O)C1=C(C)Nc2nnnn2C1c1ccc(OC)c(OC)c1OC (stereo not given)	1.1	-15.4	-12.8	8.0	5.9	2.1	.	-31.8
Cn1c(COc2ccccc2)nnc1SCC(=O)c1cccc([N+](=O)[O-])c1	-67.6	27.8	3.4	1.0	-0.8	4.9	.	2.5
Cc1ccc(-n2c([S-])c(C(=O)Nc3ccc(OC(F)F)cc3)[n+]3ccc(C(=O)NCCO)cc23)cc1C	-16.7	20.7	.	.	-4.2	0.9	0.1	.
C[C@H](O)C#Cc1cnc2c(c1)C(=O)N([C@H](C)CO)C[C@@H](C)[C@H](CN(C)Cc1ccc(-c3ccccc3)cc1)O2	.	10.3	.	6.9	.	-2.8	0.5	.
CC(C)c1ccc(CN2CCSCC2)cc1	-7.8	8.6	-1.2	-2.5	-0.6	-1.2	0.1	17.9
O=c1[nH]c(S)c(/C=C2\C=Nc3ccccc32)s1	-55.2	.	3.3	.	1.0	-3.1	0.0	.
CC1(C(=O)Nc2ccc3c(c2)OCCO3)CCC(=O)N1C1CC1 (stereo not given)	-10.1	4.7	9.4	-4.3	-4.5	-0.8	-0.1	.
CC(=O)N1CCC(N2CCN(Cc3ccc(C)cc3)C(CCO)C2)CC1 (stereo not given)	-13.0	4.0	.	.	1.0	-2.4	0.4	10.1
CC(=O)C(Sc1ccc2nnc(-c3cccnc3)n2n1)C(C)=O	-3.7	2.2	-2.5	-3.0	4.9	.	0.0	11.3
CO[C@@H]1CN(C)C(=O)c2ccc(NC(=O)C3CCC3)cc2OC[C@H](C)NC[C@@H]1C	0.5	7.0	2.7	-3.0	-0.5	.	0.0	1.9
Cn1cc(CC(=O)Nc2ccc(Nc3cccnc3)c(Br)c2)c2ccccc21	-19.6	-31.3	.	.	-2.1	-2.4	0.5	.
COc1ccccc1N(CC(=O)NC1CCCCC1)S(=O)(=O)c1cccs1	8.6	10.3	.	5.9	-1.7	3.8	0.0	-5.3
Brc1ccccc1-n1nnc(-c2ccnc3ccccc23)n1	-0.8	10.0	-1.7	-0.2	.	2.6	0.1	4.0
COc1cc(CNCCNC(=O)c2cccs2)cc(OC)c1OC	-11.3	3.4	-3.7	9.2	2.1	-3.9	0.6	-5.3
COc1cccc(/C=C/C(=O)OCC(=O)N2CCN(c3ccccc3)CC2)c1	-12.1	-14.2	2.7	-2.2	-1.5	1.1	0.1	4.8
C[C@H](CO)N1C[C@H](C)[C@@H](CN(C)Cc2ccc(Cl)c(Cl)c2)Oc2ccc(NC(=O)Cn3cnnn3)cc2C1=O	-8.4&-118.9	14.5&-3.6	-1.0&-1.1	0.0&-3.2	0.5&-3.0	0.5&-0.7	0.3&0.3	0.8&-4.1
CCCn1nnnc1NCc1ccc(C(C)C)cc1	-19.3	-12.2	-4.3	-9.8	.	-0.9	0.4	5.5
Cc1cc(C)cc(OCc2ccc(C(=O)NC3CCOC3=O)o2)c1 (stereo not given)	-10.1	-16.3	.	.	-1.2	0.0	0.0	-13.3
CCN(CC)C(=O)Cn1c(=O)n(CCCCCC(=O)Nc2ccccc2)c(=O)c2sccc21	-10.5	2.9	.	.	-5.2	0.1	0.2	-6.3
COC(=O)c1ccc(C2/C(=C(/O)c3ccc4c(c3)CC(C)O4)C(=O)C(=O)N2CCN2CCOCC2)cc1 (stereo not given)	-4.4	-6.8	-9.7	2.3	0.9	0.5	0.0	5.5
COc1ccccc1C(c1nnnn1CC1CCCO1)N1CCN(c2ccccc2)CC1 (stereo not given)	-17.2	4.8	3.3	-5.4	2.4	1.1	0.2	0.6
COc1cc(NS(=O)(=O)c2ccc(NS(=O)(=O)c3ccc(NC(C)=O)cc3)cc2)nc(OC)n1	-14.1	11.3	-2.2	-8.2	-4.4	-2.1	-0.1	0.7
CN(C)c1nc(NCc2ccccc2)nc(N/N=C/c2cccc(Br)c2)n1	-40.2	9.1	2.4	3.7	0.5	2.9	0.0	-5.1
CC12CN3CC(C)(CN(C1)C3c1ccc(Cl)cc1)C2 (stereo not given)	-13.8	16.7	.	.	.	-1.0	-0.1	-4.0
COc1ccccc1NC(=O)CSc1nc(N)c(-c2ccccc2)c(=O)[nH]1	-10.7	-1.2	.	3.5	2.2	0.7	4.1	-2.3
O=C(O)c1ccccc1Nc1ccccc1	-7.1	.	-0.9	3.0	-2.2	-3.4	0.1	-5.2
C[C@H]1CN([C@@H](C)CO)C(=O)Cc2cc(NC(=O)c3ccncc3)ccc2O[C@H]1CN(C)C(=O)Nc1ccc(C(F)(F)F)cc1	-3.3	2.9	-6.7	-3.9	0.3	-3.2	4.0	0.0
C[C@@H]1CCCCO[C@@H](CN(C)Cc2ccc(Cl)c(Cl)c2)[C@H](C)CN([C@H](C)CO)C(=O)c2cc(NC(=O)Nc3cccc4ccccc34)ccc2O1	10.5	0.8	2.5	-5.4	0.9	-1.8	-0.7	1.1
C[C@H](CO)N1C[C@H](C)[C@@H](CN(C)S(=O)(=O)c2ccc(F)cc2)Oc2cc(Br)ccc2S1(=O)=O	14.5&1.3&-14.6	-23.7&-23.9	-0.5&1.2	-1.4&-6.4	0.1&-0.8	-4.1	-0.7&0.2	0.6&-5.7
O=C(COC(=O)c1ccc(S(=O)(=O)N2CCCC2)cc1)NCc1ccco1	-6.9	2.6	0.2	-3.9	0.6	-1.4	0.0	-5.5
COC(=O)CCNC(=O)c1ccc2nc(Cc3ccc(OC)c(OC)c3)oc2c1	1.3	5.0	-9.2	?	-1.3	2.2	0.0	-3.8
CC(=O)N1CCCCN2[C@H](C1)[C@@H](c1ccc(C#Cc3ccccc3F)cc1)[C@@H]2CO	-15.1	-19.9	5.5	.	1.3	0.0	0.1	-2.8
Cc1nc2cc(C(=O)NCc3cccnc3)ccc2n1-c1ccc(F)cc1F	-15.4	-13.3	.	.	0.7	-1.6	0.2	.
COc1ccc(S(=O)(=O)N2CCCC(C(=O)N3CCOCC3)C2)cc1OC (stereo not given)	-6.7	37.5	-4.1	-2.4	0.1	-3.3	-0.1	-0.1
CCCNC(=O)[C@@H]1[C@@H](CO)[C@@H]2Cn3c(ccc(-c4cccnc4)c3=O)[C@@H]2N1CCC	-9.5	7.0	-19.4	-0.6	-3.5	2.6	0.1	0.1
Nc1nc(N)nc(-c2cccc([N+](=O)[O-])c2)n1	-4.9	59.7*	-2.4	5.7	-0.9	-3.3	-0.1	.
CC1CCCN(C(=O)CN2C(=O)NC3(CCCCC3C)C2=O)C1 (stereo not given)	-1.9	3.1	-6.2	5.2	3.6	-0.1	0.1	-3.1

A run of entries taken from the entries so far, for reference:
SMILES	RAD52 inh	GSIS activator	RAD54 branch	esBAF inh	ERAP1 inh	CFTR F508del cor	XiGFP reactiv	ARNT TACC3 PPI
COc1ccc(S(=O)(=O)N2CCCC(C(=O)N3CCOCC3)C2)cc1OC (stereo not given)	-6.7	37.5	-4.1	-2.4	0.1	-3.3	-0.1	-0.1
CCCNC(=O)[C@@H]1[C@@H](CO)[C@@H]2Cn3c(ccc(-c4cccnc4)c3=O)[C@@H]2N1CCC	-9.5	7.0	-19.4	-0.6	-3.5	2.6	0.1	0.1
Nc1nc(N)nc(-c2cccc([N+](=O)[O-])c2)n1	-4.9	59.7*	-2.4	5.7	-0.9	-3.3	-0.1	.
CC1CCCN(C(=O)CN2C(=O)NC3(CCCCC3C)C2=O)C1 (stereo not given)	-1.9	3.1	-6.2	5.2	3.6	-0.1	0.1	-3.1
